TDP2 absorb – blocks human TDP2 phosphodiesterase activity; O95551; recombinant TDP2, T5PNP hydrolysis, p-nitrophenol absorbance 415 nm; inhibition, % at 12.8 µM; 370,000 tested, 0.34% active; AID 720702;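 active means inhibition above the mean of all tested compounds plus 3 SD, set per campaign, cut at about 25% in these data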;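 further: 0% = DMSO with enzyme and 100% = buffer with substrate but no TDP2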
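Assay system: Recombinant human TDP2 | Quantity: 120 nM TDP2 per well | Incubation: 2 h at 37 °C | Signal: Epi absorbance | Evaluation: Percent inhibition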
LEDGF integ inh – blocks HIV-1 LEDGF/p75-dependent DNA integration. TR-FRET IN-LEDGF/p75 DNA integration, Eu/Cy5. inhibition, % at 3.7 µM. 370,000 tested, 0.64% active;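 active means inhibition above the screen-wide mean plus 3 SD, cut at about 13% in these data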;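 further: signal is the Cy5 over europium emission ratio at 671 and 618 nm; 0% = plate median of compound wells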
KLK7 zymogen act – proKLK7 (human) activation, primary screen; 370,000 tested, 0.9% active; P49862; activation, % at 7 µM; purified proKLK7, EDANS-DABCYL substrate fluorescence; 100% is mature enzyme control, 0% vehicle;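 active means activation above the mean of all tested compounds plus 3 SD, computed per campaign excluding outliers beyond control limits, cut at about 13% in these data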
Tn7 DDE FP – disrupts Tn7 cyclic peptide binding to fibrin D-Dimer-E complex | AID 720508 | FP displacement of FITC-Tn7 peptide from fibrin DD(E); 0% = median of compound wells per plate | 370,000 tested, 0.13% active | inhibition, % at 8.3 µM;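 active means inhibition above the mean of compounds falling within the control limits plus 3 SD of them, cut at about 14% in these data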;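 further: 0% = plate median of compound wells and 100% = 10 µM Aha-Tn7 peptide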
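System: human fibrin DD(E); quantity: Fibrin-DD(E) at 2 µM final; also added: fluorescent Tn7 probe at 0.1 µM; compound dosing: single nominal test concentration of 8.3 µM per compound; schedule: 10 min preincubation, 3 h with tracer, room temperature; detection: fluorescence polarization of the labelled Tn7 tracer; repeats: one replicate per compound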
UHRF1 MBD2 ctr – UHRF1 methyl-DNA binding inhibition; UHRF1 binding to methylated oligo, TR-FRET; inhibition, % at 4.4 µM; 370,000 tested, 0.75% active; AID 687016; in the data active means inhibition above about 21%;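 further: UHRF1 SRA domain binding a hemimethylated CpG hairpin DNA probe; 0% = median of test compound wells and 100% = reference inhibitor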
TCR CD3 inh – human TCR-CD3 binding inhibition; AID 651800; 360,000 tested, 0.37% active; TAMRA-labeled TCR probe fluorescence, biochemical; inhibition, % at 9.4 µM; in the data active means inhibition above about 19%;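 further: recombinant mutant TCR 2C K166C tagged with TAMRA read by polarization; 0% = receptor in buffer alone and 100% = receptor with positive control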
MBD2 DNA inh – blocks human MBD2 binding to methylated DNA. TR-FRET, MBD2 binding to methylated oligonucleotide. inhibition, % at 4.4 µM. 370,000 tested, 0.31% active; in the data active means inhibition above about 13%
Target sequence (Q9UBB5 whole entry, looked up): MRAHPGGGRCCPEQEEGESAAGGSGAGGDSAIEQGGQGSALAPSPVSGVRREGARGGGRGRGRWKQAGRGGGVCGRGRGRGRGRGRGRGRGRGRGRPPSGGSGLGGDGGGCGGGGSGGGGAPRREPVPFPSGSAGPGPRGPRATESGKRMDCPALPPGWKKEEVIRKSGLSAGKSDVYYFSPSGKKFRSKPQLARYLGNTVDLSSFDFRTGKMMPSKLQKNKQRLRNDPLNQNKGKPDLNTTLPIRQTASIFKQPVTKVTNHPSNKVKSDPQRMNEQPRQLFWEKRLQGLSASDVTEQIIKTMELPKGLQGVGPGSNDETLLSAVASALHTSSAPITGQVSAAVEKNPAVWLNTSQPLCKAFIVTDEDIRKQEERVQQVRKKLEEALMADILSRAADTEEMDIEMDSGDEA
PRMT1 inh – inhibitors of human PRMT1; 370,000 tested, 1.3% active; inhibition, % at 2.79 µM; Q99873; recombinant PRMT1, activity-based probe fluorescence polarization;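 active means inhibition above about 21% made by adding two undisclosed values, limit read from the data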
Target sequence (Q99873 whole entry, looked up): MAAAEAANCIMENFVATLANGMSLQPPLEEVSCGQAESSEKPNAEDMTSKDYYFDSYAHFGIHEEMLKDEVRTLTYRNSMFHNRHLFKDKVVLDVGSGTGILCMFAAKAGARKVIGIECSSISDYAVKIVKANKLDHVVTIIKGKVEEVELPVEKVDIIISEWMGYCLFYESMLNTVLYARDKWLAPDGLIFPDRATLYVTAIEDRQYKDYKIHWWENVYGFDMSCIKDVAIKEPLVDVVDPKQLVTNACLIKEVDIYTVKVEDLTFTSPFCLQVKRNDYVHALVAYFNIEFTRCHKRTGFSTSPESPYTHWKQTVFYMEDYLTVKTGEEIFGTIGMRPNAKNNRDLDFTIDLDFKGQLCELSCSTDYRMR
DDE Tn6 FP inh – DD(E)-Tn6 binding inhibition, primary FP screen; Fibrin DD(E) TRITC-Tn6 fluorescence polarization displacement; AID 720509; 370,000 tested, 0.21% active; P02675; inhibition, % at 8.3 µM;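 active means inhibition above a per-campaign cutoff: mean of compounds within control limits plus 3 SD, cut at about 15% in these data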;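 further: 0% = median of all compound wells on the plate and 100% = blocking peptide control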
SIAE primary – inhibitors of human sialic acid acetylesterase SIAE; Q9HAT2; SIAE FP-Rh probe binding, fluorescence polarization; 370,000 tested, 0.69% active; inhibition, % at 9.66 µM; AID 1053197;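 active means inhibition above a cutoff: mean of compounds within the control limits plus 3 SD of those, cut at about 17% in these data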;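 further: 0% = plate median of compound wells and 100% = probe without SIAE protein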
Numbers without * were called inactive.

no.	Compound	TDP2 absorb	LEDGF integ inh	KLK7 zymogen act	Tn7 DDE FP	UHRF1 MBD2 ctr	TCR CD3 inh	MBD2 DNA inh	PRMT1 inh	DDE Tn6 FP inh	SIAE primary
1	CC(C)(c1ccc(O)cc1)c1ccc(O)c(C(=O)O)c1	-6.0	1.0	0.4	-3.0	2.2	4.5	-0.2	3.2	-3.5	4.5
2	Cn1cnc2c1c(=O)n(Cc1cccc(F)c1)c(=O)n2C	2.9	3.9	-0.4	5.4	-2.2	8.1	3.2	2.3	2.8	3.0
3	O=C(Cc1cccs1)Nc1cccc(-c2nnc(-c3ccco3)o2)c1	-0.6	-2.0	-0.7	-2.9	-0.8	5.8	1.7	-1.5	1.7	-3.6
4	O=C(NCC(c1cccnc1)N1CCOCC1)c1cccs1 (stereo not given)	4.7	-0.7	0.0	1.6	-2.0	8.7	-4.7	-2.1	-10.0	-1.7
5	Cn1c(SC/C=C/c2ccccc2)nnc1-c1ccco1	-1.8	0.2	0.2	-7.5	-1.1	1.3	-3.5	-3.2	-6.5	2.6
6	O=C1CCN(C(=O)c2ccccc2)c2ccccc21	-4.7	3.0	0.7	5.4	0.1	4.9	0.3	-3.4	-2.2	-3.5
7	N#CCCN(CCCN1CCOCC1)CN1C(=O)c2ccccc2C1=O	4.8	-0.6	0.5	-0.9	-2.3	5.5	1.2	-1.3	-3.6	-0.4
8	COc1ccc(-c2ccc(SCC(=O)NC3CCCC3)nn2)cc1	-14.4	6.5	-0.4	-5.0	1.2	3.4	-2.1	-8.0	9.7	-3.8
9	CC(C)Sc1nc2ccccc2n1CC(=O)O	3.9	0.5	-0.5	0.3	-0.3	1.2	-1.4	-0.9	12.6	0.4
10	Cc1cc([N+](=O)[O-])nn1CC(=O)N1CCCc2ccccc21	9.9	2.7	0.5	1.2	-1.3	6.4	-5.5	-5.9	-0.3	5.9
11	C[C@H](CO)N1C[C@H](C)[C@H](CN(C)C(=O)c2ccc(N3CCN(C)CC3)cc2)OCc2cnnn2CCCC1=O	3.9	3.2	0.2	-6.1	-0.3	-0.2	0.2	0.4	0.3	1.0
12	O=C(CSc1nc(C(F)(F)F)cc(=O)[nH]1)N1CCCC1	-16.2	0.0	-0.4	-7.2	-0.2	7.5	-0.8	-7.6	2.0	-1.6
13	O=C(NCc1ccccc1)C(c1ccc(F)cc1)N1CCN(c2ccccc2F)CC1 (stereo not given)	2.9	-1.2	-0.5	1.0	1.4	3.9	2.0	2.9	-6.2	1.1
14	O=C(Nc1ccc(Br)cc1)C1CCCN1S(=O)(=O)c1cccs1 (stereo not given)	1.9	5.2	-0.4	-0.2	1.0	3.4	2.5	-0.9	7.4	3.1
15	N#CCc1nn2c(-c3ccccc3)ccnc2c1C#N	7.3	-2.3	14.9*	3.1	0.7	0.6	1.8	3.0	-2.2	-1.4
16	O=C(COC(=O)c1c[nH]c(=O)[nH]c1=O)Nc1ccccc1Br	0.7	0.4	-0.5	3.7	2.8	-6.9	8.1	1.7	2.7	-0.6

Entries of single compounds as entered above. Order of screens: TDP2 absorb	LEDGF integ inh	KLK7 zymogen act	Tn7 DDE FP	UHRF1 MBD2 ctr	TCR CD3 inh	MBD2 DNA inh	PRMT1 inh	DDE Tn6 FP inh	SIAE primary
`O=C(CSc1nc(C(F)(F)F)cc(=O)[nH]1)N1CCCC1` as listed: -16.2	0.0	-0.4	-7.2	-0.2	7.5	-0.8	-7.6	2.0	-1.6
`Cc1cc([N+](=O)[O-])nn1CC(=O)N1CCCc2ccccc21` as listed: 9.9	2.7	0.5	1.2	-1.3	6.4	-5.5	-5.9	-0.3	5.9
`O=C(Nc1ccc(Br)cc1)C1CCCN1S(=O)(=O)c1cccs1` (stereo not given) as listed: 1.9	5.2	-0.4	-0.2	1.0	3.4	2.5	-0.9	7.4	3.1

Next compounds:
no.	Compound	TDP2 absorb	LEDGF integ inh	KLK7 zymogen act	Tn7 DDE FP	UHRF1 MBD2 ctr	TCR CD3 inh	MBD2 DNA inh	PRMT1 inh	DDE Tn6 FP inh	SIAE primary
17	COc1ccc(C2c3cc(OC)c(OC)cc3CCN2C2CC(=O)N(c3ccccc3)C2=O)cc1OC (stereo not given)	-18.4	3.1	10.4	4.3	-0.3	0.3	-3.8	41.5*	-9.3	-1.9
18	O=C1CN(C(=O)CSc2nc3ccccc3c(=O)n2CCCN2CCOCC2)c2ccccc2N1	6.4	-0.9	-0.6	-1.4	0.6	0.3	-0.8	3.1	6.9	-4.4
19	CC(=O)C1=C(C)NC(=O)NC1c1ccccc1 (stereo not given)	1.4	-1.0	-0.1	1.8	5.7	0.2	4.9	0.2	-1.7	6.0
20	CC(C)COC(=O)CNc1n[nH]c(=S)[nH]c1=O	-3.5	-1.9	-0.5	4.0	-2.1	0.8	-3.4	-0.2	-9.8	7.5
21	O=C(Nc1cccc(C(=O)N2CCOCC2)c1)c1ccccc1Br	-4.4	-0.4	0.3	2.7	-2.0	8.7	-1.2	0.3	1.5	-0.7
22	CC12CCC(C(=O)NCc3cccnc3)(OC1=O)C2(C)C (stereo not given)	0.1	-0.9	0.6	3.6	-1.4	4.7	-3.2	-2.0	2.0	10.3
23	CSCCC(NS(=O)(=O)c1ccc(C)cc1)C(=O)N1CCCC1 (stereo not given)	-4.8	-1.7	0.3	-2.6	-2.9	0.2	1.2	-0.7	4.8	-1.2
24	CCOc1cc(C(=O)NCc2ccncc2)cc(OCC)c1OCC	0.8	-3.3	0.2	3.3	3.7	6.3	0.0	-0.9	1.8	-4.4
25	CC(=O)Nc1ccc(S(=O)(=O)N2CCN=C2SCc2ccccc2C)cc1	0.9	2.0	-0.1	-2.8	-0.2	4.7	-2.0	4.7	-6.8	-8.6
26	COc1ccc(CC(=O)Nc2cc(S(=O)(=O)N3CCCCC3)ccc2C)cc1	-8.0	1.7	0.0	-4.2	4.2	-1.8	-0.4	-3.4	-2.5	-6.8
27	CCCOc1ccc(-c2csc3ncn(Cc4ccc(C(=O)O)cc4)c(=O)c23)cc1	9.4	1.6	0.1	-0.9	-0.6	-2.1	4.6	-0.8	2.7	-3.7
28	COc1ccc(S(=O)(=O)N2CCN(CCC(=O)Nc3ccc(F)cc3)CC2)cc1	-3.1	1.6	-0.2	-5.4	-3.6	-0.7	-4.2	-3.3	9.2	1.0
29	CCOC(=O)N1CCN(C(c2cccnc2)c2ccc3cccnc3c2O)CC1 (stereo not given)	0.2	-4.6	0.2	0.0	-2.8	-0.7	-10.0	26.1*	4.4	-4.3
30	Cc1ccc(NC(=O)c2cncc(Br)c2)cc1S(=O)(=O)N(C)C	-1.1	2.3	-0.5	1.7	-2.5	4.2	-4.6	1.2	-10.0	-1.6
31	Cc1ccccc1Nc1nccc(N(C)C)c1C#N	-7.4	-2.2	-0.2	7.3	4.4	0.2	3.3	-2.9	-0.1	8.0
32	COc1ccccc1C(=O)NNC1CC(=O)N(c2ccc3c(c2)OCCO3)C1=O (stereo not given)	0.0	-0.6	-0.5	-4.7	-0.7	-5.8	1.7	0.3	1.6	-2.5
33	COc1ccc(OC)c(CNC(=O)C2CCC(=O)N(CCCN3CCCC3=O)C2)c1 (stereo not given)	5.9	-2.7	-0.2	2.1	2.2	-10.2	4.6	1.1	-0.2	1.1
34	Cc1cc(C)n(-c2nc(Nc3ccccc3)nc(-n3nc(C)cc3C)n2)n1	0.2	-0.9	-0.3	6.4	-4.7	6.4	3.2	0.3	0.9	-4.2
35	CCS(=O)(=O)N1CCN(S(=O)(=O)c2ccccc2[N+](=O)[O-])CC1	3.8	-0.8	0.7	2.9	15.3	14.4	-2.4	-4.2	-0.4	-3.2
36	CCn1ncc(C2=NOC(C(=O)Nc3c(C)nn(Cc4ccc(F)cc4)c3C)C2)c1C (stereo not given)	-0.7	-1.6	0.0	3.3	3.4	-9.6	8.1	7.5	-3.8	-8.6
37	CCCCOc1ccc(C2C(C(=O)c3ccc(C)o3)=C(O)C(=O)N2Cc2ccco2)cc1 (stereo not given)	-7.5	3.0	-0.3	-6.6	-3.3	-3.5	-2.8	0.7	2.1	4.7
38	Cc1ccccc1C(=O)Nc1ccc2c(c1)nc(CCNC(=O)c1ccco1)n2C	1.6	2.5	0.4	-0.4	-0.9	0.3	-1.9	-1.1	-0.8	7.6
39	COc1ccc(CNCc2cc3c(cc2[N+](=O)[O-])OCO3)cc1	-10.3	11.7	-1.0	0.0	-3.7	9.9	-4.1	13.7	-5.9	11.2
40	CCCCNC(=O)CC1N=C2c3ccccc3N=C(SCC(=O)Nc3ccccc3C)N2C1=O (stereo not given)	5.6	1.2	0.2	-2.2	1.6	0.8	6.0	1.7	1.4	1.0
41	CC(C)Oc1cccc(C(=O)N/N=C/c2ccoc2)c1	4.8	3.0	0.4	-3.9	-1.5	1.3	-2.6	-2.6	1.2	0.0
42	CC(=O)Nc1ccc(NC(=O)CSc2nccn2Cc2ccccc2)cc1	7.4	6.8	0.6	-1.4	-3.1	1.1	4.5	-3.6	6.0	10.0
43	O=c1[nH]c2ccc(Cl)cc2c(-c2ccccc2)c1N1CCN(c2ccccn2)CC1	1.5	3.9	-0.8	0.8	1.5	0.6	0.2	2.1	-3.8	5.4
44	Cc1c(C(=O)N2CCCC2)sc(NC(=O)c2ccco2)c1C#N	-1.5	-3.4	-0.8	-4.7	0.7	11.0	-2.0	-1.2	-0.6	-3.0
45	CCCCn1c(=S)[nH]c2cc(S(=O)(=O)N3CCOCC3)ccc21	8.9	0.6	0.0	2.3	2.1	-9.0	-2.1	3.7	3.7	15.7
46	CC(C(=O)Nc1ccccc1F)N1CCN(S(=O)(=O)c2ccc(C(F)(F)F)cc2)CC1 (stereo not given)	-7.4	-1.4	-0.2	1.9	5.4	-8.7	2.9	2.6	-0.4	0.6
47	Cc1cc(NC(=O)C(C)Sc2nc(-c3cccs3)nc3ccccc23)no1 (stereo not given)	-7.9	-0.5	-6.9	-2.9	-0.1	4.8	3.6	2.9	-10.4	-5.8

Screening results from PubChem BioAssay.
